Compound activity deposited in PubChem BioAssay by National Center for Advancing Translational Sciences (NCATS).
GAA glycogen = GAA glycogen-cleavage inhibition or activation; recombinant GAA, glycogen substrate, Amplex Red glucose oxidase fluorescence; P10253; Potency, µM (series often up to 76.4 µM), without a hit: at the top dose activity change, negative = inhibition, actives largely listed as inhibitors; AID 2100; actives 0.38% (n = 300,000);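 also: 0% = full enzyme reaction and -100% = no-enzyme basal signal; the screen sought inhibitors and activators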
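Recombinant enzyme (4 nM final) with compounds titrated up to 77 uM and bovine liver glycogen (30 ug) in citrate pH 5.0, 0.01% Tween-20, 37 C 40 min. Released glucose detected by Amplex Red/glucose oxidase (Ex 573/Em 610); AC50 from Hill fits.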
IMPase Li cell = cell-permeable IMPase inhibitors with lithium potentiation | CHO-M1 cells, IP1 TR-FRET (IP-One), carbachol + lithium | Potency, µM (top dose mostly 59.4 µM), without a hit: at the highest dose activity, negative = IMPase inhibition, most hits filed as inhibitors | actives 0.35% (n = 210,000) | AID 1457;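 also: IP1 builds up when IMPase is blocked and the TR-FRET signal falls; plate controls were basal vehicle for no effect and high inhibitor control for full effect; nearly all actives have a fitted effect of over 50% in size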
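IP1 accumulation measured by competitive TR-FRET in lysed CHO-M1 cells after 30 min compound exposure at 37C, with a small lithium addition to potentiate weak responses. Hill-equation AC50 from ratio and donor-channel data.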
HttQ103 aggreg = mutant huntingtin aggregation inhibition. PC12 HttQ103-GFP aggregates, Acumen cytometry, 40 h. Potency, µM (doses to about 46.1 µM), without a hit: at the top dose activity change, negative = inhibition, hits mostly inhibitors. actives 1.1% (n = 220,000). AID 1688; also: % is scaled to controls: 0 for no effect and ±100 for the full control effect; nearly all actives have a fitted effect of over 60% in size
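Huntingtin Q103 exon 1–GFP aggregates in induced PC12 cells (100 nM tebufenozide) were quantified by cytometry from lysates, with compounds dosed in titration.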
HTT cytoprotect = Huntington cell model cytoprotection by ATP luminescence. PC12 HTT-Q103 induced, cytoprotection, ATP luminescence, 40 h. Potency, µM (titrated, usually from 56.4 µM), for inactives: cytoprotection (ATP increase), actives largely listed as activators. actives 0.14% (n = 230,000). AID 1471;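 also: % of control where 0% means no effect; nearly all actives have a fitted effect of over 45% in size; toxic huntingtin expression switched on by the ecdysone agonist tebufenozide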
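Huntington model: PC12 line, ecdysone-inducible HTTQ103 exon1–GFP, tebufenozide 100 nM. Test articles in a dose series. Endpoint luminescence from cellular ATP.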
GAA spleen mod = inhibitors or activators of human alpha-glucosidase in spleen homogenate. human spleen homogenate, 4-MU-alpha-glucoside fluorescence. Potency, µM (series often up to 79.9 µM), for inactives: top-dose activity change, negative = inhibition, hits mostly inhibitors. actives 0.006% (n = 240,000);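 also: 0% = enzyme with vehicle and -100% = no enzyme basal signal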
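Enzyme source: human spleen homogenate, 1 ug/well. Buffer 50 mM citric acid/K phosphate pH 5.0, 0.01% Tween-20. 4-MU-alpha-glucoside 1 mM; 37 C x 40 min; NaOH/glycine stop; fluorescence.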
GAA inh = blocks human lysosomal alpha-glucosidase | purified human GAA, 4-MU-alpha-glucoside fluorescence | Potency, µM (highest dose often 76.9 µM), without a hit: at the highest dose activity change, negative = inhibition, hits mostly inhibitors | actives 0.005% (n = 200,000);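 also: plate controls were uninhibited enzyme wells for no effect and no-enzyme background for full effect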
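Fluorogenic assay: 4 nM human alpha-glucosidase with 400 uM 4-methylumbelliferyl-alpha-D-pyranoside in 50 mM citrate/phosphate, 0.005% Tween-20, pH 5.0, 20 min at room temperature. Compounds tested up to 77 uM; AC50 from Hill fits.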
GoLoco inh red = RGS12 GoLoco-Gai1 interaction inhibition; P63096; actives 0.44% (n = 230,000); AID 880; Gai1:RGS12 GoLoco peptide FP, rhodamine, 10 min; Potency, µM (top dose mostly 61.6 µM), for inactives: at the top dose activity, negative = inhibition, usual class: inhibitors; active = well fitted inhibition curve with a large enough effect, not every such curve was filed as active; inactive = no such curve, though single readings can be large or run the other way; also: % is scaled to controls: 0 for no effect and ±100 for the full control effect; nearly all actives have a fitted effect of over 30% in size; many of its hits are not listed in these tables
Target sequence (P63096 whole entry, looked up): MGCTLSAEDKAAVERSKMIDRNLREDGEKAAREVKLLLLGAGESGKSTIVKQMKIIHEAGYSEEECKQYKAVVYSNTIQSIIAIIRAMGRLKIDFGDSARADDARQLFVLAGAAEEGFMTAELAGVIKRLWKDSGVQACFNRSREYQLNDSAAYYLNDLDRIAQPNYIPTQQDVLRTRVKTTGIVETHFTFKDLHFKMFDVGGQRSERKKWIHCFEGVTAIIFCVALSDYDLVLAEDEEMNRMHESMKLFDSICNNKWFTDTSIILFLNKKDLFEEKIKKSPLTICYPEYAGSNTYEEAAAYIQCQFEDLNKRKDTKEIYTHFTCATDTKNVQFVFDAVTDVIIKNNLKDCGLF
* marks the source's active call; other numbers are inactive results; ? = inconclusive; nt = not tested or not shown; & = joins results of further samples; [ ] = another dose, or the depositor's remark. Unless noted, calls follow the shape of the dose curve; as a rule, active = well fitted curve in the direction sought with a large enough effect; inconclusive = small, poorly fitted or top-dose-only effect, or another doubt; inactive = no such curve, though single readings can be large; an effect the other way counts as inactive or inconclusive. Potency is read from the fitted curve at half-maximal effect. These rows are one share of the data. The share of hits here may be higher or lower than overall.

SMILES	GAA glycogen	IMPase Li cell	HttQ103 aggreg	HTT cytoprotect	GAA spleen mod	GAA inh	GoLoco inh red
CCOC(=O)CS(=O)(=O)c1ccc(O)cc1	26%	-2%	8%	nt	7%	0%	7%
N#CC1=C2SCC(O)(c3ccccc3)N2C(=O)CC1c1cccs1 (centres undefined)	-3%	nt	-11%	12%	-19%	-4%	nt
CCN1CCN(CC(=O)Nc2cc3c(cc2C(C)=O)OCO3)CC1	8%	1%	26%	nt	-7%	-2%	-5%
CC1(C)CC2(C)Nc3ccccc3N2C(=S)N1 (centres undefined)	-5%	-1%	0%	nt	2%	0%	4%
O=C1CC(Sc2ncccn2)C(=O)N1c1ccccc1C(F)(F)F (centres undefined)	0%	-1%[38.3 µM]	?	-11%[0.074 µM]	-13%	-3%	-11%
CCCCC(=O)Nc1ccc2c(c1)nc1n2CCSC1	4%	32%[38.3 µM]	-10%	-7%	0%	-1%	-2%
CCN(CC)S(=O)(=O)c1cccc(-c2nnc(SCC(=O)NC3CCCCCCC3)n2N)c1	-2%	11%[38.3 µM]	7%	1%	2%	-6%	11%
CCOc1ccccc1N1CCN(C(=O)CCCc2nc3ccccc3s2)CC1	7%	7%	2%	?	-5%	-6%	-3%
CCOc1ccc2oc(C(=O)NC3CCN(Cc4ccccc4)CC3)c(C)c2c1	1%	18%	8%	-29%	-9%	-3%	15%
Cc1ccc(C(=O)C(O)C(c2ccc(C)cc2)N2CCCCC2)cc1 (centres undefined)	-3%	7%	17%[9.22 µM]	-28%	-4%	1%	-4%
COc1cc(C2NC(=O)NC(O)(C(F)(F)F)C2C(C)=O)cc(OC)c1OC (centres undefined)	4%	-5%[38.3 µM]	15%	3%	-2%	-2%	0%
CC(=O)Nc1ccc2nc(CN3CCN(CC=C(C)C)C(CCO)C3)ccc2c1 (centres undefined)	11%	1%	15%[9.22 µM]	6%[10 µM]	-2%	nt	15%
Cc1ccc(CS(=O)(=O)CCC(=O)NCCN2CCCCC2C)cc1 (centres undefined)	7%	17%[38.3 µM]	17%	-8%	-3%	2%	-1%
COc1ccc2c(c1)[nH]c1c(=O)n(/N=C/c3ccc(OC)c(CN4CCCCC4)c3)cnc12	7%	nt	-5%[9.22 µM]	-20%[10 µM]	2%	nt	12%
CCOC(=O)c1ccc(NC(=O)Nc2ccc(S(N)(=O)=O)cc2)cc1	2%	1%[38.3 µM]	10%	-16%[10 µM]	-3%	3%	8%
COc1cc(C=O)cc(OC)c1OS(=O)(=O)c1ccc(NC(C)=O)cc1	-5%	-2%[38.3 µM]	2%	-9%	3%	-3%	5%
Cc1ccc(NC(=O)CSCc2c(C)noc2C)cc1C	5%	4%[38.3 µM]	-5%	0%	8%	-3%	1%
CCC(C)Sc1nc2ccccc2n1CC(=O)O (centres undefined)	3%	27%[38.3 µM]	9%	5%	-2%	-1%	8%
CCN(CC)CCn1c(=S)[nH]c2cc(C(=O)N3CC=C(c4ccccc4)CC3)ccc2c1=O	-2%	8%	5%	-32%[inhibitor]	4%	-1%	-1%
O=S(=O)(c1ccc(C(F)(F)F)cc1)N1CCCN(c2ccc(C(F)(F)F)cn2)CC1	-16%	nt	-10%[9.22 µM]	28%[10 µM]	2%	nt	2%
Cc1ccc(S(=O)(=O)N2CCC(C(=O)NCc3ccccc3Cl)CC2)cc1	-1%	32%[38.3 µM]	0%	-5%	-7%	-1%	3%
O=c1c2c(-c3cccs3)csc2ncn1-c1ccccc1	-1%	2%	-27%	-7%[1.9 µM]	-2%	-2%	-2%
O=c1[nH]ncc(N/N=C\c2cccs2)c1Cl	-11%	11%	?	21%[10 µM]	-1%	-5%	8%
OCC1(CCCc2ccccc2)CCN(Cc2cc(F)ccc2F)CC1	-2%	6%	1%[9.22 µM]	22%[10 µM]	-5%	nt	0%
COc1cccc(C(=O)c2c[nH]c(C(=O)NCCCN3CCOCC3)c2)c1	8%	9%	-2%[9.22 µM]	-33%	-3%	-18%	11%
COc1ccc(-c2nc3cnc(Nc4cccc(OC)c4)nc3n(C)c2=O)cc1	nt	12%	nt	-36%[inhibitor]	-5%	nt	78%[activator]
O=C(Nc1ccc(N2CCOCC2)c(Cl)c1)c1ccc([N+](=O)[O-])o1	-11%	12%	-13%[9.22 µM]	1%[10 µM]	-1%	?	9%
Cc1ccc(OCCN2C(=O)c3ccccc3C2=O)cc1	3%	34%[38.3 µM]	-3%	7%	-1%	-3%	10%
Nc1cc(=O)[nH]c(SCC(=O)Nc2cc([N+](=O)[O-])ccc2Cl)n1	-66%	-7%	-3%	-14%	3%	1%	13%
O=C(NNc1cccc(Cl)n1)c1c(F)cccc1F	?	5%	-8%	-29%	nt	-4%	4%
COc1ccc(OC)c(NC(=O)C23CCC(C)(C(=O)C2)C3(C)C)c1 (centres undefined)	3%	14%[38.3 µM]	21%	-13%[0.074 µM]	-6%	13%	-3%
CC1CCCN(C(c2cccs2)c2nnnn2Cc2ccccc2)C1 (centres undefined)	-6%	7%[38.3 µM]	2%[9.22 µM]	-15%	-2%	-6%	12%
CSc1nc(N)c2c(C)c(C)sc2n1	-1%	-6%	3%	nt	-4%	0%	0%
O=C(O)CN=C1NC2(CCCC2)Cc2ccccc21	3%	-22%[38.3 µM]	19%	-3%	-12%	7%	30%[activator]
COc1cccc(C2CC(=O)Nc3n[nH]c(-c4ccccc4)c32)c1OC (centres undefined)	8%	nt	-7%[9.22 µM]	5%[10 µM]	-12%	nt	6%
CCOC(=O)c1nnn(-c2ccc([N+](=O)[O-])cc2)c1C	7%	5%	-20%	0%	1%	1%	2%
CC(NC(=O)c1ccco1)C1COc2ccccc2O1 (centres undefined)	-6%	18%[38.3 µM]	-8%	?	3%	2%	15%
OCCCN1c2ccccc2Nc2nnc(-c3ccccc3)cc21	6%	16%[38.3 µM]	-10%	-95%[inhibitor]	-13%	-5%	34%[activator]
O=C1CC(N2CCCCCC2)C(=O)N1c1ccc(F)cc1 (centres undefined)	-8%	1%	9%	-14%	-15%	-4%	2%
CC(=O)c1cnc2c(-c3ccccc3)c(C)nn2c1C	1%	-9%	-5%	8%[10 µM]	-8%	-3%	4%
NC(=O)NCc1ccc(Cl)cc1	-8%	1%[38.3 µM]	24%	8%	10%	-9%	-4%
Cc1ccc(OCC(=O)Nc2ccc(S(=O)(=O)N3CCCCC3)cc2)c([N+](=O)[O-])n1	0%	24%	-5%	-32%[inhibitor]	2%	-8%	0%
COCCOC(=O)C1=C(C)Nc2ncnn2C1c1ccccc1 (centres undefined)	7%	19%[38.3 µM]	11%	14%[0.074 µM]	-1%	?	6%
Cc1ccc(Nc2nc(N)nc(CSc3nccn3C)n2)cc1	6%	13%[38.3 µM]	-3%	-80%[inhibitor][0.074 µM]	-12%	?	5%
Cc1ccc(C(=O)Nc2cccc(C(F)(F)F)c2)cc1Nc1ccccn1	-10%	nt	-20%[9.22 µM]	13%[10 µM]	-2%	nt	-2%

Full records as entered above. Order of values: GAA glycogen	IMPase Li cell	HttQ103 aggreg	HTT cytoprotect	GAA spleen mod	GAA inh	GoLoco inh red
Cc1ccc(OCC(=O)Nc2ccc(S(=O)(=O)N3CCCCC3)cc2)c([N+](=O)[O-])n1 as listed: 0%	24%	-5%	-32%[inhibitor]	2%	-8%	0%
O=C(O)CN=C1NC2(CCCC2)Cc2ccccc21 as listed: 3%	-22%[38.3 µM]	19%	-3%	-12%	7%	30%[activator]
Cc1ccc(Nc2nc(N)nc(CSc3nccn3C)n2)cc1 as listed: 6%	13%[38.3 µM]	-3%	-80%[inhibitor][0.074 µM]	-12%	?	5%

Next section.
SMILES	GAA glycogen	IMPase Li cell	HttQ103 aggreg	HTT cytoprotect	GAA spleen mod	GAA inh	GoLoco inh red
O=C(Cc1c[nH]c2ccccc12)NCc1ccccc1F	6%	0%	0%	7%	-17%	7%	2%
CCOc1ccc(C(=O)OCC(=O)NC(C)C)cc1	5%	8%	15%	-11%[10 µM]	-6%	?	-5%
CC(C)=CCc1c(O)cc2occ(-c3ccc4c(c3)OCO4)c(=O)c2c1O	nt	34%[activator]	nt	nt	10%	nt	-2%
O=C1C(c2ccccc2)SC(=Nc2ccccc2)N1S(=O)(=O)c1ccccc1 (centres undefined)	-2%	25%[38.3 µM]	-20%	7%	-5%	-9%	7%
C=CCn1cnc2scc(-c3ccc(C)cc3)c2c1=O	4%	0%[38.3 µM]	20%[9.22 µM]	-9%	9%	-9%	10%
Cc1ccc(-c2noc(CCC(=O)N3CCN(c4cccc(C(F)(F)F)c4)CC3)n2)cc1	-11%	24%[38.3 µM]	?	1%	-29%	?	-4%
CCn1c2ccc(C)cc2c2nnc(SCCN3CCOCC3)nc21	12%	20%	-5%[9.22 µM]	11%[10 µM]	-5%	-4%	15%
O=C(NCCCN1CCOCC1)C(=O)N/N=C/c1ccccc1Cl	11%	nt	-12%[9.22 µM]	-10%[10 µM]	-5%	nt	-3%
CC(C)(C)NC(=O)C(=O)NNC(=O)COc1ccccc1	15%	-8%	4%	5%[10 µM]	-2%	1%	-6%
CCC(=O)OC1(C)C(=O)C=C2C=C(c3ccc(C#N)cc3)OC=C2C1=O (centres undefined)	nt	7%	nt	nt	4%	nt	1%
Oc1ccc(/C=N/Nc2ccnc3cc(Cl)ccc23)cc1O	45µM*	nt	15%[9.22 µM]	-19%[10 µM]	0%	nt	8%
O=C(O)C(Cc1ccccc1-c1ccccc1)C(=O)O	3%	-5%	-11%[9.22 µM]	-3%&-1%[10 µM]	6%	nt	12%[14.2 µM]
Cc1ccc(N2CCCCn3c2nc2c3c(=O)[nH]c(=O)n2C)cc1	-5%	-8%[38.3 µM]	4%	-20%[0.074 µM]	-6%	-1%	8%
COc1cc(/C=C/C(=O)NNc2c(F)c(F)cc(F)c2F)ccc1OC(F)F	6%	-2%[38.3 µM]	2%	27%	2%	-17%	4%
C#CCOCCOCCOCCNc1nc(N2CCN(C(=O)[C@H](CCC(=O)O)n3cc(C(N)CO)nn3)CC2)nc(N2CCN(C(=O)[C@H](Cc3cc4ccccc4[nH]3)n3cc(C(N)[C@H](C)CC)nn3)CC2)n1 (some centres undefined)	3%	4%	6%[9.22 µM]	12%[10 µM]	5%	nt	8%
CC1C=CCC2C(=O)N(c3ccc(OC(=O)c4ccco4)cc3)C(=O)C12 (centres undefined)	2%	0%	18%[9.22 µM]	15%[10 µM]	3%	10%	8%
CC(C)(C)c1ccc(/C=N/NC(=O)c2ccccn2)cc1	?	2%	18%[9.22 µM]	-30%[10 µM]	7%	-6%	3%
O=C(NCCCn1ccnc1)c1ccncc1	0%	-2%[38.3 µM]	21%	-11%	-2%	-4%	-1%
